# IDH1 R132H inh: inhibitors of human IDH1 R132H; O75874; IDH1 R132H reductase, diaphorase/resazurin fluorescence, 60 min; inhibition, % at 10 µM; 70,000 tested, 0.18% active; in the data active = inhibition above about 34%;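 also: 0% = DMSO and 100% = no enzyme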
# Target sequence (O75874 whole entry R132H): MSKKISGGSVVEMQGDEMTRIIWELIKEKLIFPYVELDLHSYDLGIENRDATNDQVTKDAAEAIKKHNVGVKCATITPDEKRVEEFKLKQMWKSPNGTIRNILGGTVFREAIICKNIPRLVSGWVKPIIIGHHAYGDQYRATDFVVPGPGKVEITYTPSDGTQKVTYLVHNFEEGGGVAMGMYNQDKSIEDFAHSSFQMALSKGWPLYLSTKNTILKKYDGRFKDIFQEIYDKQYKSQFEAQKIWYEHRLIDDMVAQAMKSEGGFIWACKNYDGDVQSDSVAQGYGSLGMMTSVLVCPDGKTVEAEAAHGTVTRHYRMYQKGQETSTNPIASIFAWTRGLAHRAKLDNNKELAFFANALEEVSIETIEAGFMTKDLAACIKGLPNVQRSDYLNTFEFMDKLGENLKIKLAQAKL
# PRC2 inh: blocks human EZH2/PRC2 H3K27 methylation | Q15910 | DELFIA TRF, 1 h | inhibition, % at 12.5 µM | 57,000 tested, 0.35% active | AID 651548;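 active = mean inhibition of replicates at least 50% and every single replicate also reaching 50%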;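 also: dimethyl H3K27 on biotinylated H3 21-44 peptide detected by antibody; plate controls were median neutral control wells for no effect and median positive control wells for full effect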
# * marks the source's active call; other numbers are inactive results; . = not tested or not shown. Not all compounds are listed; count on the stated rates, not on these rows.
# Fields: IDH1 R132H inh	PRC2 inh
N#CC(C#N)=NNc1ccc(OC(F)(F)F)cc1
→ 22	-2
O=[N+]([O-])c1c(NCCO)ccc2nonc12
→ 1.9	7
C=C1[C@@H](O)[C@]23C[C@@H]1[C@@H](O)C[C@H]2[C@@]12C4[C@@H]3C[C@@H]1[C@@](C)(CC[C@@H]2O)CN4CC
→ -1.4	.
FC(F)(F)c1cccc(C2=CCN(CCc3ccc4ccccc4c3)CC2)c1
→ 2.2	26
COc1ccc(OC(=O)N(C)C[C@H]2OCc3cnnn3CCCC(=O)N([C@@H](C)CO)C[C@H]2C)cc1
→ .	2
O=c1c2ccccc2nc(CSc2ncnc3nc[nH]c23)n1-c1ccccc1Cl
→ 0.4	-3
CC1=CC[C@@H]2[C@@H](C1)c1c(O)cc(CC#CCCCNS(C)(=O)=O)cc1OC2(C)C
→ -0.6	-8
Oc1cc2c(cc1O)C1c3ccccc3CNC1CC2 (centres undefined)
→ -10	.
C/C=C1/CN2C3Cc4c([nH]c5ccc(O)cc45)C2(O)CC1C3CO (centres undefined)
→ -0.1	.
CCCCC/C=C/C/C=C/C/C=C/C/C=C/CCCC(=O)Nc1ccc(O)cc1
→ 0.3	69*
COC(=O)CN1CN(c2ccccc2)C2(CCN(Cc3ccc4ccccc4c3)CC2)C1=O
→ 0.6	1
N#Cc1c(Cl)cccc1Cl
→ -0.3	3
C[C@@H]1O[C@@H](O[C@@H]2C=C3CCC4C(CC[C@]5(C)[C@@H](c6ccc(=O)oc6)CC[C@]45O)[C@@]3(C)CC2)[C@H](O)[C@H](O)[C@H]1O (some centres undefined)
→ 1.1	.
Cc1c(C(=O)c2cccc3ccccc23)c2cccc3c2n1[C@@H](CN1CCOCC1)CO3
→ -4.8	0
Cc1ccc(N2C(=O)NC(=O)C(CCc3ccccn3)(Cc3cccs3)C2=O)cc1 (centres undefined)
→ 0.4	2
CCC1(c2cccc(O)c2)CCCCN(C)C1 (centres undefined)
→ 0.8	.
NC(=O)CS(=O)C(c1ccccc1)c1ccccc1 (centres undefined)
→ 0.3	.
CC(C)(O)c1cc(O)c2c(c1)CCC1C(C)(C(=O)O)CCCC21C (centres undefined)
→ -0.2	.
O=C(O)c1nn(Cc2ccc(Cl)cc2Cl)c2ccccc12
→ 0.3	.
C[C@H]1CN([C@@H](C)CO)C(=O)CCCn2nncc2CO[C@H]1CN(C)C(=O)Oc1ccccc1
→ .	10
COc1ccc2c(c1)[C@]13CCCC[C@@H]1[C@H](C2)N(C)CC3
→ 0.2	-7
CN(C)CCN(C)CCc1ccc(Cl)c(Cl)c1
→ -1.0	-14
CC1=NN=C(c2ccc(N)cc2)c2cc3c(cc2C1)OCO3
→ 0.6	-17
Cn1c(=O)c2c(ncn2CCCl)n(C)c1=O
→ -0.1	-12
CO[C@H]1C[C@H](OC2CCC3(C)C4CCC5(C)C(C6=CC(=O)OC6)CC(OC(C)=O)C5(O)C4CC[C@H]3C2)O[C@@H](C)[C@@H]1O (some centres undefined)
→ 0.5	.
CCCCC/C=C\C/C=C\C/C=C\C/C=C\CCCC(=O)NCC(=O)O
→ 1.0	3
CC(C)n1cnc2c(C(=O)N[C@H]3CN4CCC3CC4)cc(Cl)cc21
→ -0.3	3
C[C@@H]1CN(C2CCC(C#N)(c3ccc(F)cc3)CC2)CC[C@]1(C(=O)O)c1ccccc1 (some centres undefined)
→ 0.6	7
N#Cc1cc2c(nc1SCc1ccccc1Br)C1CCN2CC1
→ -0.1	2
CCn1cnc2c(Nc3cccc(Cl)c3)nc(N[C@@H]3CCCC[C@@H]3N)nc21
→ 0.1	.

# In a second layout: two of the compounds above.
SMILES	IDH1 R132H inh	PRC2 inh
Oc1cc2c(cc1O)C1c3ccccc3CNC1CC2 (centres undefined)	-10	.
C/C=C1/CN2C3Cc4c([nH]c5ccc(O)cc45)C2(O)CC1C3CO (centres undefined)	-0.1	.

# (list continues)
# Fields: IDH1 R132H inh	PRC2 inh
CCN1C[C@@]2(COC)C3[C@@H](OC)[C@H]4[C@@H]1[C@@]3(C1C[C@]3(O)[C@H](OC(=O)c5ccccc5)C1[C@]4(OC(C)=O)[C@@H](O)[C@H]3OC)[C@@H](OC)C[C@H]2O (some centres undefined)
→ 0.4	.
COc1ccc(CC2c3cc(OC)c(OC)cc3CCN2C)cc1OC (centres undefined)
→ -2.2	.
FC(F)(F)c1ccc2c(c1)N(CCCN1CCN(CCCl)CC1)c1ccccc1S2
→ 9.8	.
C=C1[C@@H](C)[C@H]2[C@H](Cc3ccccc3)NC(=O)[C@]23OC(=O)/C=C\[C@H](O)CCC[C@@H](C)C/C=C/[C@H]3[C@@H]1O
→ -0.3	.
CC(C)[C@@]1(NC(=O)[C@@H]2C[C@@H]3c4cccc5[nH]cc(c45)C[C@H]3N(C)C2)O[C@@]2(O)[C@@H]3CCCN3C(=O)[C@H](Cc3ccccc3)N2C1=O
→ 0.1	1
Cc1ccc(OC(=O)N(C)C[C@@H]2OCc3cnnn3CCCC(=O)N([C@H](C)CO)C[C@H]2C)cc1
→ -0.7	.
Cc1cc(C(F)F)n2nc(C(=O)Nc3ccc4c(C(F)(F)F)cc(=O)oc4c3)nc2n1
→ 0.3	-8
CC(=O)[C@H]1CC[C@H]2[C@@H]3CC[C@H]4C[C@H](O)CC[C@]4(C)[C@H]3C(=O)C[C@]12C
→ 0.1	8
CC12CC[C@H]3C(CCC4(O)CC(O)CCC34O)C1(O)CCC2C1=CC(=O)OC1 (some centres undefined)
→ 5.3	.
CCCCc1ccc(C(=O)O)nc1
→ 3.1	17
COc1cc(N)c(Cl)cc1C(=O)NC1CN2CCC1CC2 (centres undefined)
→ 0.2	.
Cc1ccc(OC(=O)N(C)C[C@H]2OCc3cnnn3CCCC(=O)N([C@H](C)CO)C[C@@H]2C)cc1
→ 0.5	-2
O=C1c2ccccc2-c2cccc3cccc1c23
→ 0.4	-8
N#Cc1nn(-c2c(Cl)cc(C(F)(F)F)cc2Cl)c(N)c1S(=O)C(F)(F)F (centres undefined)
→ 0.2	.
NCCc1ccc(O)cc1
→ 0.6	.
O=C(CCCN1CCC(n2c(=O)[nH]c3ccccc32)CC1)c1ccc(F)cc1
→ -0.5	10
CCCN(CCC)[C@@H]1CCc2c(OC)cccc2[C@@H]1C
→ -1.6	9
C/C(=C/C=C/[C@@H](C)C(=O)O)[C@H]1CN[C@H](C(=O)O)[C@H]1CC(=O)O
→ 0.5	.
OCC1OC(n2cnc3cc(Cl)c(Cl)cc32)[C@@H](O)[C@H]1O (some centres undefined)
→ 0.2	.
Clc1cccc(SC2CCNCC2)n1
→ 0.0	-3
O=c1cccc2n1CC1CNC[C@H]2C1
→ 0.8	-2
CN1CCc2cc(O)cc3c2[C@H]1Cc1ccc(O)c(O)c1-3
→ 18	-27
O=C(Cc1ccc(Cl)c(Cl)c1)N1CCCCC1CN1CCCC1 (centres undefined)
→ -0.8	.
CN1CC(CNC(=O)OCc2ccccc2)CC2c3cccc4c3c(cn4C)CC21 (centres undefined)
→ -2.3	.
COc1ccc(C[C@H]2NC[C@H](O)[C@H]2OC(C)=O)cc1
→ 1.0	-6
CC(=O)O[C@H]1CC[C@@]2(C)C(=CC[C@@H]3[C@@H]2CC[C@]2(C)C(=O)CC[C@@H]32)C1
→ -1.9	-3
CC(NC(C)(C)C)C(=O)c1cccc(Cl)c1 (centres undefined)
→ -1.7	.
CCNC(=O)[C@H]1O[C@@H](n2cnc3c(N)ncnc32)C(O)[C@H]1O (some centres undefined)
→ -0.1	.
C[C@@H]1CN([C@@H](C)CO)C(=O)CCCn2cc(nn2)CO[C@H]1CN(C)C(=O)Oc1ccc2ccccc2c1
→ 0.3	.
CCCC(C)n1[nH]c(=O)c2c1NC(=O)CSC2c1cccc([N+](=O)[O-])c1 (centres undefined)
→ -0.1	-5
CC1OC(n2cnc3c(N)ncnc32)C[C@H]1O (some centres undefined)
→ -0.1	.
COc1cc(OC)c(OC)cc1CNC(C)C(O)c1ccccc1 (centres undefined)
→ -0.2	2
CCCCC/C=C\C/C=C\C/C=C\C/C=C\CCCC(=O)NCCO
→ 0.9	16
C[C@H](CO)N1C[C@H](C)[C@@H](CN(C)C(=O)Oc2ccc3ccccc3c2)OCc2cnnn2CCCC1=O
→ .	1
CCCCCc1cc(O)c2c(c1)OC(C)(C)[C@@H]1CCC(C(=O)O)=CC21 (some centres undefined)
→ 0.2	.
CN1CCN(CC(=O)Nc2ccc([N+](=O)[O-])cc2C(=O)c2ccccc2)CC1
→ 0.3	-15
C[C@@H]1CN([C@H](C)CO)C(=O)CCCn2cc(nn2)CO[C@H]1CN(C)C(=O)Oc1cccc2ccccc12
→ .	1
CC(C)(O)/C=C/C(=O)[C@](C)(O)C1[C@H](O)C[C@@]2(C)[C@@H]3CC=C4C(CC(=O)C(=O)C4(C)C)[C@]3(C)C(=O)C[C@@]12C (some centres undefined)
→ 0.6	.
O=C(CCl)c1cc(Br)c(Br)s1
→ 1.5	7
CCCCCCCCCOc1ccc2[nH]cc(CCN)c2c1
→ 0.9	-56

# 2 entries from above in another layout.
canonical_smiles | IDH1 R132H inh | PRC2 inh
O=c1cccc2n1CC1CNC[C@H]2C1 | 0.8 | -2
CC1=NN=C(c2ccc(N)cc2)c2cc3c(cc2C1)OCO3 | 0.6 | -17

# Next records:
# Fields: IDH1 R132H inh	PRC2 inh
CC1CCC/C=C/C2CC(O)CC2C(O)/C=C\C(=O)O1 (centres undefined)
→ 1.0	.
COc1ccc(CNCc2nc3ccccc3c(=O)n2-c2ccc(F)cc2)cc1
→ 0.4	.
CSc1ncccc1C1=N/C(=C\N(C)C)C(=O)O1
→ .	-17
C=CC(C)(C)c1cc2cc3c(cc2oc1=O)O[C@H](C(C)(C)O)C3
→ 0.0	.
C#CCN(C)[C@H](C)Cc1ccccc1
→ 0.2	10
c1ccc2c(c1)[I+]c1ccccc1-2
→ -0.7	-4
COC1CC(OC2C(C)OC(OC3C(C)OC(OC4C(C)OC(O[C@H]5CC[C@@]6(C)C(=CC[C@]7(O)C6CC(OC(=O)c6ccccc6)[C@@]6(C)[C@]7(O)CC[C@@]6(O)C(C)=O)C5)CC4OC)CC3OC)CC2OC)OC(C)C1O (some centres undefined)
→ 0.5	.
O=c1c2ccccc2nc(CNCC2CCCO2)n1-c1ccc(F)cc1 (centres undefined)
→ 0.5	1
CC(C)(O)[C@H]1O[C@H]2CC[C@@]3(C)[C@@](O)(CC[C@H]4Cc5c([nH]c6ccccc56)[C@@]43C)C2=CC1=O
→ -0.2	-62
CCN1CC2(COC(=O)c3ccccc3N3C(=O)CC(C)C3=O)CCC(OC)C34C5CC6C(OC)CC(O)(C5C6OC)C(O)(C(OC)C23)C14 (centres undefined)
→ 1.4	.

# Laid out differently: entries from further up
CC(C)(O)[C@H]1O[C@H]2CC[C@@]3(C)[C@@](O)(CC[C@H]4Cc5c([nH]c6ccccc56)[C@@]43C)C2=CC1=O
  IDH1 R132H inh: -0.2 | PRC2 inh: -62

CCN1CC2(COC(=O)c3ccccc3N3C(=O)CC(C)C3=O)CCC(OC)C34C5CC6C(OC)CC(O)(C5C6OC)C(O)(C(OC)C23)C14 (centres undefined)
  IDH1 R132H inh: 1.4 | PRC2 inh: .

# (listing goes on)
# Fields: IDH1 R132H inh	PRC2 inh
C[C@H](N)C(=O)N[C@@H](C)C(=O)N[C@@H](Cc1ccccc1)C(=O)CCl
→ 2.8	6
COC1(CS(=O)c2ccccc2)CCN(CCc2c[nH]c3ccc(F)cc23)CC1 (centres undefined)
→ -0.2	-16
C[C@@H]1CN([C@@H](C)CO)C(=O)CCCn2nncc2CO[C@@H]1CN(C)C(=O)Oc1ccccc1
→ .	6
COc1cc2c(cc1OC)C(C)NCC2 (centres undefined)
→ 0.8	.
CCN(CC)C(=O)N[C@@H]1C[C@@H]2c3cccc4[nH]cc(c34)C[C@H]2N(C)C1
→ 0.6	-7
COc1cc2c(cc1OC)C13CCN(C)CC4=CCOC5CC(=O)N2C1C5C4CC3=O (centres undefined)
→ 2.4	-13
CN(C(=O)Cc1ccc(Cl)c(Cl)c1)C(CN1CCCC1)c1cccc(OCC(=O)O)c1 (centres undefined)
→ -0.5	.
CC12CCC3C(CCC4C(=O)C(=O)CCC43C)C1CCC2=O (centres undefined)
→ .	4
c1cncc(C2=NCCC2)c1
→ 0.2	-1
CN1CC[C@@H]2CN3CCc4cccc(c43)[C@@H]2C1
→ -2.0	.
N#CC(C#N)=Cc1cc(O)c(O)c(O)c1
→ 33*	.
Cc1cc(SCc2sc(-c3ccc(C(F)(F)F)c(F)c3)nc2C)ccc1OCC(=O)O
→ -9.6	.
C[C@H]1CCC/C=C/C2C[C@H](O)C[C@H]2[C@H](O)/C=C\C(=O)O1 (some centres undefined)
→ -1.2	.
C[C@]12CC[C@H]3[C@@H](CC[C@]4(O)C[C@@H](O)CC[C@]34C=O)[C@@]1(O)CC[C@@H]2C1=CC(=O)OC1
→ 0.4	5
C=C(C)[C@@H]1C2C(=O)O[C@H]1[C@H]1OC(=O)[C@@]34OC3C[C@]2(O)[C@@]14C (some centres undefined)
→ -2.2	.
N[C@H]1C[C@@H]1c1ccccc1
→ 0.0	3
O=C(O)c1ccc2[nH]cc(CCCCN3CC=C(c4ccccc4)CC3)c2c1
→ -0.5	19
O=C1C=C2C=C[C@@H]3C[C@@]2(O1)[C@H]1CCCCN31
→ 1.5	.
CN1Cc2c(ccc3c2OCO3)[C@@H]2[C@H]1c1cc3c(cc1C[C@@H]2O)OCO3
→ 0.3	-11
O=C1C=C2C=C[C@@H]3CC2(O1)[C@H]1CCCCN31
→ 0.3	.
C[C@@H]1CN([C@@H](C)CO)C(=O)CCCn2nncc2CO[C@H]1CN(C)C(=O)Oc1ccccc1
→ .	-4
COc1c2c(cc3c1OCO3)CCN(C)C2
→ 1.3	-2
O=C1NCN(c2ccccc2)C12CCN(CC1COc3ccccc3O1)CC2 (centres undefined)
→ 0.5	.
NCC(=O)c1ccccc1
→ -0.6	-23
C[C@H](CO)N1C[C@H](C)[C@@H](CN(C)C(=O)Oc2cccc3ccccc23)OCc2cn(nn2)CCCC1=O
→ .	11
COc1cc2c(cc1O)C[C@H]1c3c(cc(O)c(OC)c3-2)CCN1C
→ -3.2	-11
